hcDAF-12 act = H. contortus DAF-12 nuclear receptor activators, primary screen, cell-based, luminescence, HEK293, lit1-tk-luc reporter; AID 652067, 2013; HEK293 hcDAF-12 lit1-tk-luc reporter; 0% DMSO, 100% Δ7-dafachronic acid; hit rate 1.4% among 370,000; activation, % at 6.8 µM;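 active = activation above the mean of all tested compounds plus 3 SD, cut at about 5.5% in these data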;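 also: 100% = response to 3 µM Δ7-dafachronic acid high control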
hgDAF12 agonist = H. glycines DAF-12 receptor agonists, primary screen, cell-based, luminescence, HEK293, GAL4 fusion, UAS-luciferase. Nuclear hormone receptor DAF-12 (Heterodera glycines), GAL4 fusion. activation, % at 6.8 µM. hit rate 1.8% among 370,000. HEK293 GAL4-hgDAF12 UAS-luciferase reporter, agonist luminescence; normalized to butyrate control;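 active = activation above a cutoff set at the mean of all screened compounds plus 3 SD, cut at about 10% in these data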;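 also: 0% = DMSO wells and 100% = sodium butyrate wells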
PLCb3 inh = human PLC-beta3 inhibitors, primary screen, biochemical, fluorescence. 1-phosphatidylinositol 4,5-bisphosphate phosphodiesterase beta-3 (Homo sapiens), Q01970. Purified PLC-beta3, fluorogenic substrate. inhibition, % at 12.2 µM. hit rate 0.18% among 370,000. AID 720704, 2013; in the data active = inhibition above about 11%;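 also: 0% = median of compound wells on plate and 100% = full blocker control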
MBD2 inh = inhibitors of MBD2 binding to methylated DNA, primary screen, biochemical, TR-FRET, DNA-binding domain, human; Methyl-CpG-binding domain protein 2 (Homo sapiens), Q9UBB5; MBD2 binding to methylated oligonucleotide; inhibition, % at 4.4 µM; hit rate 0.31% among 370,000; AID 686964, 2013; in the data active = inhibition above about 13%
ssDAF12 agonist = S. stercoralis DAF-12 nuclear receptor activators, primary screen, cell-based, luminescence, HEK293, GRIP1 co-expression, lit1-tk-luc | AID 652126, 2013 | hit rate 1% among 370,000 | Nuclear hormone receptor DAF-12 (Strongyloides stercoralis) | activation, % at 6.8 µM | HEK293 ssDAF-12/GRIP1 lit1-tk-luc reporter; % of 3 µM dafachronic acid response;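 active = activation above the mean over all tested compounds plus 3 SD, cut at about 0.9% in these data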;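 also: 0% = DMSO-only wells and 100% = 3 µM delta7-dafachronic acid wells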
PLC-gamma1 inh = PLC-gamma1 enzyme inhibitors, primary screen, biochemical, fluorescence, purified enzyme. 1-phosphatidylinositol 4,5-bisphosphate phosphodiesterase gamma-1 (Homo sapiens), P19174. fluorogenic substrate. inhibition, % at 12.2 µM. hit rate 0.84% among 370,000; in the data active = inhibition above about 9.5%
DAX1 inh-1 = DAX1 (NR0B1) inhibitors on StAR promoter, primary screen, cell-based, luminescence, SF-1 (NR5A1), full-length DAX-1; inhibition, % at 6.8 µM; HEK293T StAR-luciferase reporter, SF-1/DAX-1 repression relief; hit rate 1.1% among 370,000; AID 652010, 2013;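 active = inhibition above the mean over all tested compounds plus 3 SD, cut at about 3.6% in these data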;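 also: 0% = DAX-1 cells with DMSO and 100% = cells lacking DAX-1 with DMSO; higher inhibition means more luminescence from relief of DAX-1 repression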
NR1D1 modulator = modulators of Rev-erb alpha DNA binding, primary screen, biochemical, FITC-DNA, fluorescence polarization, uHTS; activity, % at 10 µM; hit rate 0.79% among 370,000; Nuclear receptor subfamily 1 group D member 1 (Homo sapiens), P20393; AID 1259318, 2017; Rev-erbα–FITC-DNA binding, 90 min;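 active = activity above about 14%, limit read from the data; passing the limit was not always enough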;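 also: 0% = DMSO wells with 35 nM protein and 100% = DMSO wells with 750 nM protein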
ADAM17 inh = ADAM17 inhibitors, primary screen, biochemical, QFRET; Disintegrin and metalloproteinase domain-containing protein 17 (Homo sapiens), P78536; AID 720648, 2013; hit rate 0.83% among 370,000; recombinant ADAM17, EDANS/DABCYL FRET peptide cleavage; inhibition, % at 6.95 µM;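 active = inhibition above the mean of compounds lying between control limits plus 3 SD, set per campaign, cut at about 8.5% in these data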;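 also: 0% = DMSO-only wells as the low control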
Target sequence (P78536 215-824 limits assumed): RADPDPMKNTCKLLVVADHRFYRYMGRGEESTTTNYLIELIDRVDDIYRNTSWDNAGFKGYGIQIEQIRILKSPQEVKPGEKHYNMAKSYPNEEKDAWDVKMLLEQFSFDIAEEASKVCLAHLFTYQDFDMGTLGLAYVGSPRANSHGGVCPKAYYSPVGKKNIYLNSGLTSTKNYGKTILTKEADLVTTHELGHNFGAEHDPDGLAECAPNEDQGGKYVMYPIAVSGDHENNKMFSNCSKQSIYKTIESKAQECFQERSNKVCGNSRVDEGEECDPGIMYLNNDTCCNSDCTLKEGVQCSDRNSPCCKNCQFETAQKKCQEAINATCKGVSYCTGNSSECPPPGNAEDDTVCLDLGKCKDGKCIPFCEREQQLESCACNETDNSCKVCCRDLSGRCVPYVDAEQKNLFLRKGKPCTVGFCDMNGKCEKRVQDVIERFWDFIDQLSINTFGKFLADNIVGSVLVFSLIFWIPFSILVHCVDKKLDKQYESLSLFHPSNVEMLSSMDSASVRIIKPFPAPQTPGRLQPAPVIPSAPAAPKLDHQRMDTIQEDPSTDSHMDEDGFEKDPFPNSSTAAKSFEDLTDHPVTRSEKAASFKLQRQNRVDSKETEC
DAX1 inh-2 = DAX1 (NR0B1) inhibitors, primary screen, cell-based, HEK293, Gal4-DAX1, luciferase luminescence. Nuclear receptor subfamily 0 group B member 1 (Homo sapiens), P51843. HEK293 Gal4-DAX1 luciferase reporter. inhibition, % at 6.75 µM. hit rate 0.99% among 340,000. AID 504766, 2011;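 active = inhibition above the mean over all tested compounds plus 3 SD, cut at about 4.2% in these data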;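 also: 0% = DAX1-transfected cells with DMSO and 100% = empty-vector control cells with DMSO; inhibition shows as a rise in luminescence from relieved DAX1 repression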
Target sequence (P51843 207-470 limits assumed): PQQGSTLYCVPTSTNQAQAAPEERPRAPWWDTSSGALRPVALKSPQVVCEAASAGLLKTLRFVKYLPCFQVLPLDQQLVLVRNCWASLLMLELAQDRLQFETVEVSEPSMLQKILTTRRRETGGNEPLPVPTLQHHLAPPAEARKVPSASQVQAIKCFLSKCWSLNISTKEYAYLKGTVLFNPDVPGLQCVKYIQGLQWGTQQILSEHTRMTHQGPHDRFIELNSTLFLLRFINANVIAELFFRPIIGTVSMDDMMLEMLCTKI
SMARCA2 act = SMARCA2 (BRM) function activators, primary screen, cell-based, luminescence, high throughput. MG213 cells, MMTV-luciferase reporter, dexamethasone, overnight. activation, % at 9.1 µM. hit rate 1% among 370,000; in the data active = activation above about 7.8%;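 also: 0% = vehicle wells and 100% = reference activator wells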
* marks the source's active call; other numbers are inactive results; . = no result given. Rows were taken by chance; overall some 7.4% were active at least once.

SMILES	hcDAF-12 act	hgDAF12 agonist	PLCb3 inh	MBD2 inh	ssDAF12 agonist	PLC-gamma1 inh	DAX1 inh-1	NR1D1 modulator	ADAM17 inh	DAX1 inh-2	SMARCA2 act
CC(C)N(C)Cc1nnnn1CC(=O)NCc1cc(F)cc(C(F)(F)F)c1	-1.0	-1.4	1	-1	-1.4	8	0.4	-1	7	1.8	-3
CN(C)CCCNC(=O)c1ccc(Oc2ccccc2)cc1	0.2	-0.9	2	3	-1.3	2	-0.8	6	1	1.5	1
O=C(CNC(=O)c1ccccc1F)OC1CCOC1=O (stereo unspecified)	0.2	2.2	-4	2	-1.0	-3	0.2	-6	-3	0.4	0
O=S1(=O)CC(N2CCC(Cc3ccccc3)CC2)CN1Cc1ccc(F)cc1 (stereo unspecified)	-1.6	-2.5	1	-5	-1.6	0	-0.8	5	5	.	-4
O=C(COC(=O)Cn1cnc2ccccc21)Nc1ccc(Br)cc1	-0.6	-4.2	2	-1	-1.1	3	0.4	2	2	0.1	1
COc1ccccc1NC(=S)N(Cc1ccc(C(=O)O)cc1)Cc1ccc(OC)c(OC)c1	-1.4	2.3	0	-8	-1.2	-3	-0.4	-1	-2	0.6	7
CC1=C(C#N)C(NC(=O)c2ccc(Cl)cc2)(C(F)(F)F)C(=O)N1 (stereo unspecified)	-1.7	-2.4	2	2	-1.3	0	-0.4	3	-4	-0.6	-3
CC(=O)Nc1c(S(=O)(=O)c2ccccc2)c2nc3ccccc3nc2n1Cc1ccccc1	0.7	-0.4	-310	4	-0.6	-224	0.1	-1	-409	-1.0	0
CCN(CC)CCNC(=O)c1cn(CC)c2ccc(S(=O)(=O)N3CCc4ccccc4C3)cc2c1=O	1.5	0.6	-5	-5	-0.9	-1	-0.4	0	-2	0.3	1
COc1ccc(C(c2nnnn2Cc2cccs2)N2CCN(c3ccccc3F)CC2)cc1 (stereo unspecified)	-0.1	2.8	1	-1	-0.5	5	0.4	-5	0	1.7	5
Cc1nc2c(C(=O)NCc3ccccc3Cl)c[nH]n2c(=O)c1Cl	3.6	-2.1	-8	0	-1.5	-2	0.7	2	-8	-0.4	-3
COc1cc(NC(=O)CCNC(=O)N2CC(=O)Nc3ccccc32)cc(OC)c1OC	-0.3	-1.6	2	1	-1.3	0	-0.7	-7	-2	1.2	-2
O=C(COc1ccc([N+](=O)[O-])cc1)Nc1ccc(C(=O)NCc2cccnc2)cc1	-1.8	-4.5	5	0	-1.8	4	-4.7	1	4	-3.7	-3
CC(C)c1ccc2occ(-c3nn[nH]n3)c(=O)c2c1	1.2	-1.6	-1	3	-0.9	-1	-0.1	-2	-3	0.6	-1
CCOc1cccc(/C=C(/C#N)c2nc3ccccc3[nH]2)c1OCC(=O)O	0.9	0.3	-90	-6	-1.2	-77	-0.7	-6	-7	1.9	0
Cc1ccc(C(NC(=O)c2cccc(S(=O)(=O)N3CCN(C)CC3)c2)c2ccccc2)cc1 (stereo unspecified)	0.4	2.2	6	-7	-1.1	10*	1.1	3	5	0.5	0
N/C(Cc1cccc2ccccc12)=N\OC(=O)c1ccccc1F	2.3	3.7	-31	-11	-0.3	-26	-2.5	-9	1	0.2	3
C1=CC2CC1CC2CN1CCN(Cc2ccccc2)CC1 (stereo unspecified)	-1.5	-0.7	1	1	-0.9	1	-0.6	0	-6	-0.1	-2
CCN(CC(=O)NC1CCCCC1)S(=O)(=O)c1ccc(Cl)cc1	-0.7	0.2	4	5	-0.7	0	-0.2	4	-3	0.3	-1
COC(=O)[C@@H](NC(=O)c1ccc(OC2CCN(Cc3ccccn3)CC2)cc1)C(C)C	-1.0	0.7	-2	0	-1.0	-3	0.3	2	-2	1.0	-4
N#CCCN(Cc1ccccc1)C(CCc1ccccc1)C(=O)NC1CCCCC1 (stereo unspecified)	-2.5	-2.3	1	-1	-0.8	2	-1.7	2	2	.	-4
CCOc1ccc(/C=C2/SC(=S)N(n3c(C)ccc3C)C2=O)cc1	0.3	-2.0	0	-2	-1.1	2	0.8	-4	1	-0.4	-3
Cc1ncsc1C(=O)N1CCCC(C(=O)c2ccc3ccccc3c2)C1 (stereo unspecified)	-2.7	-2.5	-29	0	-1.3	-15	-0.1	-2	-17	-0.3	-3
CCC(=O)c1ccc(N2CCOCC2)c(F)c1	-2.6	0.0	1	-4	-0.5	0	0.4	-5	0	1.1	0
Cc1ccc(CNc2nc3ccccc3n3cnnc23)cc1	0.1	-1.4	-1	-6	-1.4	1	0.0	7	1	1.1	0
Cc1ccc(NC(=O)COC(=O)c2ccc(S(=O)(=O)NCc3ccco3)cc2)cc1	-0.3	0.9	-4	-1	-1.4	1	-0.8	-10	4	0.6	7
Cc1cc(C)n2nc(C(=O)NCc3ccccc3)cc2n1	-1.1	1.8	-76	-3	-1.6	-54	0.2	4	-32	1.1	0
C=C(C)c1cccc(C(C)(C)NC(=O)Nc2nnc(C(C)C)s2)c1	-1.4	-1.3	-1	1	-1.8	-1	-0.3	4	1	-1.3	3
O=C(c1ccc(F)cc1)N1CCN=C1c1ccccc1	0.0	1.6	-1	0	-1.9	0	0.1	-4	-5	-1.4	-4
CSc1nnc(C(C)(C)C)c(=O)n1/N=C/c1ccc(C(C)C)cc1	-1.3	2.6	-4	0	-1.0	-1	0.2	2	0	1.1	2
Cc1nc(SCC(=O)N2CCCC2=O)c2c(C)c(C)sc2n1	-0.5	1.2	-4	0	-0.9	1	0.0	-3	-2	1.1	4
O=C(Nc1cccnc1Cl)c1cc(-c2ccc(Cl)cc2)on1	-0.2	3.3	-2	-5	-1.0	0	0.5	13	1	1.5	-3
CCn1c(Cc2ccccc2)nnc1SCC(=O)Nc1nccs1	-0.6	-2.1	5	0	-1.9	2	-0.5	5	-2	0.3	0
COC(=O)/C(=N/Nc1ccccc1C)Sc1nnc(C(O)c2ccccc2)n1-c1ccccc1 (stereo unspecified)	0.1	-3.4	-2	0	-1.1	-1	0.6	2	-2	0.8	0
C#CCNC(=O)C1=C[C@@H](c2ccccc2)C[C@@H](OCCCCO)O1	-0.8	0.2	-12	2	-1.1	-8	0.2	-1	-6	-0.8	-1
CN(C)c1cccc(NC(=O)Cc2ccc(F)cc2)c1	0.8	-2.0	-12	-6	0.2	-2	-0.1	-3	-4	-0.9	1
Fc1ccc(NC(=S)N2CCSC2c2cccs2)cc1 (stereo unspecified)	-0.1	0.4	-1	-1	-1.6	1	0.9	7	1	-0.5	4
Nc1nc2c(c3c1c(=O)oc1ccccc13)CCCCC2	2.6	0.1	-34	-5	-0.2	-31	0.0	4	-54	-0.8	-1
CCCS(=O)(=O)NC(=O)C1(C)CCCN(C(=O)c2sccc2C)C1 (stereo unspecified)	0.5	4.4	4	-1	-0.5	0	0.4	-1	-6	.	-3
COc1c(Cl)cc(C(=O)Nc2ccc(Cl)cn2)cc1Cl	1.0	2.7	2	-4	-0.7	1	0.1	8	0	1.1	1
CC1CCc2nc3ccccc3c(C(=O)OCC(=O)N3CCc4ccccc43)c2C1 (stereo unspecified)	2.1	-0.4	-5	8	-0.6	-1	-0.2	7	-7	1.1	-3
O=C(CNc1cccc(S(=O)(=O)N2CCCCC2)c1)Nc1cccc(F)c1	-2.1	-2.1	-8	-1	-1.5	-6	-1.9	-2	2	-0.5	-2
COc1ccccc1-n1ccnc(SCC(=O)NC2CCCCC2)c1=O	-1.5	-0.6	-22	2	-0.1	-17	-0.2	0	-7	-1.1	4
Cc1c(C(=O)Oc2ccc(Cl)cc2)n(C)oc1=O	0.0	1.3	-10	-1	-1.4	2	0.3	-3	2	-0.3	4
CCCOc1ccc(Cc2c(Cl)nc(SC)nc2OC)cc1	0.4	-0.1	0	-5	-0.1	1	0.2	5	1	-0.2	-1
CC/C(=N\NC(=O)c1c[nH]c2ccccc12)c1cccs1	2.4	6.2	0	-9	-0.4	1	0.8	-2	1	1.8	3
O=C(CCN1CCN(CC(=O)Nc2ccccc2F)CC1)Nc1ccccc1F	-2.2	2.6	-7	-1	-1.1	-2	0.6	-3	-2	0.9	2
Cc1nn(CC(=O)NCc2ccccn2)c(C)c1[N+](=O)[O-]	-1.3	-3.4	-5	2	-1.7	1	0.0	-3	-2	1.7	-1
Cc1cc(C(=O)COC(=O)c2cnccn2)c(C)n1-c1ccc(Br)cc1	0.8	0.6	-6	2	-1.4	-8	-4.0	-2	-2	0.5	2
CC(C)[C@H](NC(=O)[C@@H]1CSC2c3ccccc3C(=O)N21)C(=O)NCc1ccncc1 (stereo partly specified)	1.0	-0.4	-9	-3	-0.5	1	0.0	-2	1	0.0	0
Cc1cc(OC2CCCCC2)nc(-c2ccccc2O)n1	2.7	-0.1	-3	2	-0.1	-2	0.1	-2	-1	1.3	0
CCOc1ccc(NC2=C(Cl)C(=O)N(C3CCCCC3)C2=O)cc1	-0.8	0.7	0	-2	-0.9	1	-0.6	-4	3	0.2	1
O=C(C1CCCN(S(=O)(=O)c2ccc(Br)cc2)C1)N1CCN(Cc2ccccc2)CC1 (stereo unspecified)	-1.2	0.5	-5	-2	-1.1	-1	-3.6	3	-4	-0.5	-1
O=C(COc1ccc(-c2ccccc2)cc1)NNC(=O)NC1CCCCC1	-2.2	-0.7	-1	-6	-1.4	2	-0.6	7	4	-0.3	1
CCOC(=O)/C(C)=N/NC(=O)c1ccc([N+](=O)[O-])cc1	-0.3	1.4	3	-3	-1.3	3	0.2	-2	0	-1.2	2
O=C(CN1CCN(c2ccc(F)cc2)CC1)Nc1cccnc1Cl	-0.4	-2.6	-3	-1	-0.5	3	-0.1	-5	-2	-1.6	-4
COc1cccc(OC)c1C(=O)Nc1ccc2c(c1)n(C)c(=O)n2C	-1.5	-2.1	-5	1	-0.8	0	-0.3	-1	2	1.5	0
